High-throughput results from PubChem BioAssay.
ATXN2 expr inh: inhibitors of ATXN2 expression; HEK-293 ATXN2-luciferase reporter, luminescence, 24 h; Potency, µM (titrated, usually from 57 µM), inactives show at the top dose activity change, negative = inhibition, usual class: inhibitors; 360,000 compounds, 0.72% hits; note: % is set by controls: 0 for no effect and ±100 for the full control effect; nearly all actives have a fitted effect of over 55% in size
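ATXN2-luciferase reporter cells (luciferase flanked by upstream and downstream ATXN2 gene portions) were treated 24 h at 37 °C with compounds at up to 57 uM. SteadyGlo luminescence gave expression; GF-AFC fluorescence gave viability.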
KB-3-1 tox: kills parental KB-3-1 adenocarcinoma cells. KB-3-1 viability, CellTiter-Glo ATP luminescence, 72 h. Potency, µM (doses to about 46.1 µM), for the others: top-dose activity change, negative = cytotoxic, actives largely listed as cytotoxic. 400,000 compounds, 1.4% hits. AID 1347075; note: % is set by controls: 0 for no effect and ±100 for the full control effect; nearly all actives have a fitted effect of over 60% in size
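Cells are dispensed, compounds pinned in, plates held at 37 °C for 72 h, then CellTiter-Glo is added and luminescence read after 10 minutes. Cell line: parental KB-3-1 in phenol-red-free DMEM, 10% FBS.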
HepG2 tox: HepG2 cytotoxicity, counter-screen for TGF-b inhibitors; HepG2 CAGA-GFP viability, ATP luminescence, 18 h; Potency, µM (doses to about 46.1 µM), inactives show at the top dose activity change, negative = cytotoxicity, most hits filed as cytotoxic; 410,000 compounds, 0.76% hits; AID 588856; note: some results filed as inactive show a strong effect at the top dose
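CellTiter-Glo luminescence gave cytotoxicity after 18 hours at 37 degrees C. The cells were HepG2 CAGA-GFP in 1% FBS DMEM, stimulated with 500 pg/mL TGF-beta after compound addition. %Activity was normalised to no-cell wells (complete cell-killing) and DMSO (no toxicity), and curves were fitted and classified.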
MCF10A rerep: DNA re-replication induction in MCF 10a cells. 350,000 compounds, 2.9% hits. MCF 10A DNA re-replication, Hoechst nuclear intensity, 48 h. Potency, µM (top dose mostly 46.1 µM), without a hit: at the top dose activity, positive = re-replication, most hits filed as activators. AID 624296; note: % of control where 0% means no effect; nearly all actives have a fitted effect of over 50% in size
SW480 rerep: DNA re-replication induction in SW480 cells; SW480 DNA re-replication, Hoechst DNA content imaging, 48 h; AID 624297; Potency, µM (titrated, usually from 46.1 µM), for inactives: top-dose re-replication activation, usual class: activators; 340,000 compounds, 1.8% hits; note: % of control where 0% means no effect; nearly all actives have a fitted effect of over 55% in size
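Image-based DNA-content assay: after two days of treatment, nuclei were labelled with the DNA dye Hoechst and imaged, and hits were compounds raising the count of nuclei showing high fluorescence intensity.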
S2 tox: cell viability loss in ATXN counter-screen; S2 cells (HEK-293 line with an ATXN2-luciferase reporter) viability, CellTiter-Fluor protease fluorescence, 24 h; Potency, µM (top dose mostly 56.7 µM), usual class: cytotoxic; 400,000 compounds, 0.49% hits; AID 651635; note: nearly all actives have a fitted effect of over 40% in size
* marks the source's active call; other numbers are inactive results; i = inactive; ? = inconclusive; . = not tested or not shown; & = joins results of further samples; [ ] = dose if it differs, or a comment. Calls come from the whole dose curve; as a rule, active = well fitted curve in the direction sought with a large enough effect; inconclusive = small, poorly fitted or top-dose-only effect, or another doubt; inactive = no such curve, though single readings can be large; an effect the other way counts as inactive or inconclusive. Potency is the fitted concentration of half-maximal effect. This is a subset. The share of hits here may be higher or lower than overall.

The opening six compounds (preview)
SMILES | ATXN2 expr inh | KB-3-1 tox | HepG2 tox | MCF10A rerep | SW480 rerep | S2 tox
CCCC(=O)O[C@]1(C(=O)CC)CC[C@H]2[C@@H]3CCC4=CC(=O)CC[C@]4(C)[C@H]3[C@@H](O)C[C@@]21C | -17.8% | . | . | . | . | i
CCc1cc(S(=O)(=O)O)c2cc(C(C)C)cccc1-2 | -2.7% | . | . | . | . | i
CN1CCC(=C2c3ccccc3CCc3cccnc32)CC1 | -8.1% | . | . | . | . | i
CCC(C(=O)O)c1ccc(N2Cc3ccccc3C2=O)cc1 (stereo not given) | 34.1%[activator] | . | . | . | . | i
O=C(O)c1ccc(OCCN2CCCCC2)cc1 | 12.8% | . | . | . | . | i
Nc1ccc2c(c1)CN1C(=O)c3ccccc3C1=N2 | 12.6µM* | . | . | . | . | ?

Results (from the top)
SMILES | ATXN2 expr inh | KB-3-1 tox | HepG2 tox | MCF10A rerep | SW480 rerep | S2 tox
CCCC(=O)O[C@]1(C(=O)CC)CC[C@H]2[C@@H]3CCC4=CC(=O)CC[C@]4(C)[C@H]3[C@@H](O)C[C@@]21C | -17.8% | . | . | . | . | i
CCc1cc(S(=O)(=O)O)c2cc(C(C)C)cccc1-2 | -2.7% | . | . | . | . | i
CN1CCC(=C2c3ccccc3CCc3cccnc32)CC1 | -8.1% | . | . | . | . | i
CCC(C(=O)O)c1ccc(N2Cc3ccccc3C2=O)cc1 (stereo not given) | 34.1%[activator] | . | . | . | . | i
O=C(O)c1ccc(OCCN2CCCCC2)cc1 | 12.8% | . | . | . | . | i
Nc1ccc2c(c1)CN1C(=O)c3ccccc3C1=N2 | 12.6µM* | . | . | . | . | ?
COc1ccc(-c2nc3ccc(C4=NNC(=O)CC4C)cc3[nH]2)cc1 (stereo not given) | 62.5%[activator] | . | . | . | . | ?
CC(=O)c1ccc(O)c(C(N)=O)c1 | 3.2% | . | . | . | . | i
CC(C)(C)c1cc(C=O)cc(C(C)(C)C)c1O | 4.1% | . | . | . | . | i
NC(=O)c1ncn([C@@H]2O[C@H](CO)[C@@H](O)[C@H]2O)c1N | 2.1% | . | . | . | . | i
CCN1CCCC1CNC(=O)c1cc(S(=O)(=O)CC)c(N)cc1OC (stereo not given) | 7.6%&1.6% | . | . | . | . | i
CCCCC/C=C\C/C=C\CCCCCCCC(=O)NC(C)c1ccccc1 (stereo not given) | -11.5% | . | . | . | . | i
O=C(O)/C=C(\CC(=O)O)C(=O)O | -11.3% | . | . | . | . | i
CN[C@@H]1[C@@H](O)[C@@H](O[C@@H]2[C@H](O)[C@H](O[C@H]3OC(CN)=CC[C@H]3N)[C@@H](N)C[C@H]2N)OCC1(C)O (stereo not given in full) | 12.2% | . | . | . | . | i
CC(C)C1CCC(C(=O)N[C@H](Cc2ccccc2)C(=O)O)CC1 (stereo not given in full) | ? | . | . | . | . | i
c1ccc2c(c1)CCc1ccccc1N2 | -3.0% | . | . | . | . | i
CCCCCCCN(CC)CCCC(O)c1ccc(NS(C)(=O)=O)cc1 (stereo not given) | ? | . | . | . | . | i
Cc1ccc(C(=O)c2cc(O)c(O)c([N+](=O)[O-])c2)cc1 | -13.4%&-9.8% | . | . | . | . | i
N=C1N=C(N)c2cc3ccccc3cc21 | 17.8µM* | . | . | . | . | 31.6µM*
CN(C)[C@@H]1C(=O)C(C(N)=O)=C(O)[C@@]2(O)C(=O)C3=C(O)c4c(O)cccc4C[C@H]3C[C@@H]12 | -10.7% | . | . | . | . | i
C[C@@H](O)[C@H](N)C(=O)O | 4.1%[25.6 µM] | . | . | . | . | i
Cc1cccc(N(C)C(=S)Oc2ccc3c(c2)C2CCC3C2)c1 (stereo not given) | 7.8% | . | . | . | . | i
CN(C)[C@@H]1C(=O)C(C(=O)NCN2CCCC2)=C(O)[C@@]2(O)C(=O)C3=C(O)c4c(O)cccc4[C@@](C)(O)C3C[C@@H]12 (stereo not given in full) | -12.1% | . | . | . | . | i
COC(=O)/C=C\C(=O)OC | 6.7% | . | . | . | . | i
Cc1ccc(-n2[nH]c(C)c(N=Nc3cccc(-c4cccc(C(=O)O)c4)c3O)c2=O)cc1C | ? | . | . | . | . | i
(next part)
SMILES | ATXN2 expr inh | KB-3-1 tox | HepG2 tox | MCF10A rerep | SW480 rerep | S2 tox
CCC(=O)Oc1ccc2c(c1)CC[C@@H]1[C@@H]2CC[C@@]2(C)[C@H]1C[C@@H](OC(=O)CC)[C@@H]2OC(=O)CC | -11.3% | . | . | . | . | i
CC(=O)OCC(=O)[C@@]12N=C(C)O[C@@H]1C[C@H]1[C@@H]3CCC4=CC(=O)C=C[C@]4(C)[C@H]3[C@@H](O)C[C@@]12C | -6.3% | . | . | . | . | i
O=C(O)c1ccccc1NCCc1ccccc1 | 43.6%[activator] | . | . | . | . | i
CC(=C(CCOC(=O)C(C)C)SSC(CCOC(=O)C(C)C)=C(C)N(C=O)Cc1cnc(C)nc1N)N(C=O)Cc1cnc(C)nc1N | -15.4% | . | . | . | . | i
CCC1(C)CC(=O)NC1=O (stereo not given) | -3.7%&0.6% | . | . | . | . | i
CC(C)(C)C1CCC(CC2=C(O)c3ccccc3C(=O)C2=O)CC1 (stereo not given) | ? | . | . | . | . | i
CNC(=O)c1c(I)c(NC(C)=O)c(I)c(C(=O)O)c1I | 11.5% | . | . | . | . | i
CC(=O)OC(C)OC(=O)C(C)c1ccc(-c2ccccc2)c(F)c1 (stereo not given) | 11.1% | . | . | . | . | i
CC(C)OC(=O)c1cc2c(OCC(O)CNC(C)(C)C)cccc2[nH]1 (stereo not given) | -28.8% | . | . | . | . | i
O=C1Nc2ccc(Cl)cc2[C@@](C#CC2CC2)(C(F)(F)F)O1 | ? | . | . | . | . | ?
CCN(CC)C(C)CN1c2ccccc2Sc2ccccc21 (stereo not given) | -11.1% | . | . | . | . | ?
CC1(C)[C@@H](OC(=O)CCC(=O)O)CC[C@]2(C)[C@H]3C(=O)C=C4[C@@H]5C[C@@](C)(C(=O)O)CC[C@]5(C)CC[C@@]4(C)[C@]3(C)CC[C@@H]12 | 7.5% | . | . | . | . | i
CCC(CN)=C(c1ccccc1)c1ccccc1 | ? | . | . | . | . | i
O=C(CO)[C@@H](O)[C@H](O)[C@@H](O)CO | 1.7% | . | . | . | . | i
O=C1OC2(c3ccccc31)c1cc(I)c(O)c(I)c1Oc1c2cc(I)c(O)c1I | -7.3% | . | . | . | . | 35.5µM*
CO[C@@H]1[C@@H](OC(N)=O)[C@@H](O)[C@H](Oc2ccc3c(O)c(NC(=O)c4ccc(O)c(CC=C(C)C)c4)c(=O)oc3c2C)OC1(C)C | -3.1%&22.9% | . | . | . | . | i
O=C(NO)c1ccccc1 | ? | . | . | . | . | i
OC[C@H]1O[C@@H](n2cnc3c(=S)nc[nH]c32)[C@H](O)[C@@H]1O | -14.2% | . | . | . | . | ?
CC(C)OC(=O)c1cc(C(=O)OC(C)C)cc([N+](=O)[O-])c1 | -15.8%[116 µM] | . | . | . | . | i
C#C[C@]1(O)CC[C@H]2[C@@H]3[C@H](C)CC4=C(CCC(=O)C4)[C@H]3CC[C@@]21C | 3.0% | . | . | . | . | i
Nc1cc(C(F)(F)F)ccc1S | -17.7% | . | . | . | . | i
Cc1nc2ccc(CN(C)c3ccc(C(=O)N[C@@H](CCC(=O)O)C(=O)O)s3)cc2c(=O)[nH]1 | 0.1µM* | . | . | . | . | i
CCN(CC)c1ccc(C(=C2C=CC(=[N+](CC)CC)C=C2)c2cc(S(=O)(=O)O)ccc2S(=O)(=O)[O-])cc1 | 11.2µM* | . | . | . | . | ?
CC1(C)S[C@@H]2[C@H](NC(=O)C(c3ccccc3)S(=O)(=O)O)C(=O)N2[C@H]1C(=O)O (stereo not given in full) | -3.6% | . | . | . | . | i
CN(C)c1ccc(N=NS(=O)(=O)O)cc1 | -2.0%[116 µM] | . | . | . | . | i
Other structures follow:
SMILES | ATXN2 expr inh | KB-3-1 tox | HepG2 tox | MCF10A rerep | SW480 rerep | S2 tox
CNC(=O)c1c(I)c(NC(=O)CCCCC(=O)Nc2c(I)c(C(=O)O)c(I)c(C(=O)NC)c2I)c(I)c(C(=O)O)c1I | -4.5% | . | . | . | . | i
CC(=O)OCC(=O)Nc1cc(C#N)cc(NC(=O)COC(C)=O)c1Cl | 7.6% | . | . | . | . | i
CCOC(=O)[C@@](C)(N)Cc1ccc(O)c(O)c1 | -26.0% | . | . | . | . | ?
C[C@H](NC(CCc1ccccc1)C(=O)O)C(=O)N1CCC[C@H]1C(=O)O (stereo not given in full) | 2.7% | . | . | . | . | i
COc1cc2c(cc1OC)CC(=O)N(CCCN(C)C[C@H]1Cc3cc(OC)c(OC)cc31)CC2 | 2.4% | . | . | -0.6% | -2.0% | .
C[C@H](Cn1cnc2c(N)ncnc21)OCP(=O)(O)O | 6.5% | . | . | 13.0% | -3.1% | .
CCOC(=O)O[C@]1(C(=O)OCCl)CC[C@@H]2[C@H]3CCC4=CC(=O)C=C[C@]4(C)[C@@H]3[C@@H](O)C[C@@]21C | 10.5% | . | . | -0.6% | -5.3% | .
Nc1ccn([C@@H]2O[C@H](CO)[C@H](O)C2(F)F)c(=O)n1 | 0.217µM* | . | . | 7.4% | ? | .
CN1c2cc(O)c(N=NC(N)=O)cc2CC1S(=O)(=O)O (stereo not given) | -2.9% | . | . | 1.0% | -9.9% | .
CCn1c(=O)cc(SCC(=O)N2CCN(c3cc(C)ccc3C)CC2)c2ccccc21 | ? | -24.0% | -57.7% | . | . | .
COc1cccc(NC(=O)/C(C#N)=C/c2ccc(-c3ccc(C)cc3)o2)c1 | -14.0% | -10.0% | -18.0% | . | . | .
Cc1ccc(C2C=C(c3ccc(Cl)cc3)Nc3nc(NC(=O)c4ccco4)nn32)cc1 (stereo not given) | -18.0% | -14.2% | -24.3% | . | . | .
Cc1ccc(-n2nc(C)c(C(=O)NCCCN3CCN(c4ccc(F)cc4)CC3)c2-n2cccc2)cc1 | ? | 14.6µM* | -53.6% | . | . | .
Cc1ccc(C2=CC(c3c(F)cccc3Cl)n3ncnc3N2)cc1C (stereo not given) | -9.8% | 24.4% | -9.7% | . | . | .
CCC(C)n1c(=N)c(C(=O)NCc2ccccc2)cc2c(=O)n3cc(C)ccc3nc21 (stereo not given) | -10.3% | 1.6% | -9.8% | . | . | .
CCOc1ccc(N2CC(c3nc4ccccc4n3CCCOc3ccccc3)CC2=O)cc1 (stereo not given) | ? | -15.2% | -7.9% | . | . | .
Cc1ccc(CNCc2c(C(=O)O)n(Cc3ccc(C)cc3)c3cc(C)ccc23)cc1 | ? | -13.2% | -107.8% | . | . | .
Cc1ccn2c(Nc3ccc(C(C)C)cc3)c(-c3cccnc3)nc2c1 | ? | 5.7% | -35.9% | . | . | .
CCOC(=O)c1cc2c(=O)n3ccccc3nc2n(CCCOC)c1=NC(=O)C(C)Oc1ccccc1 (stereo not given) | 5.9% | -3.8% | -3.0% | . | . | .
COCCNC(=O)c1ccc(Cn2c(SCC(N)=O)nc3ccccc3c2=O)cc1 | 0.2% | -1.5% | -14.6% | . | . | .
CC1CCN(S(=O)(=O)c2ccc3nc(Nc4cccc(F)c4)ccc3c2)CC1 | ? | ? | -54.8% | . | . | .
Cc1ccc(S(=O)(=O)Nc2nc3n(n2)C(c2ccc(Cl)cc2)C=C(c2ccccc2)N3)cc1 (stereo not given) | 1.5% | -2.3% | 1.1% | . | . | .
CCOC(=O)c1cc2c(=O)n3ccccc3nc2n(CC2CCCO2)c1=NC(=O)c1ccc(OC)cc1OC (stereo not given) | 1.3% | -8.6% | -21.1% | . | . | .
CCc1cc2c(-c3ccccc3)cc(=O)oc2c2c1OCN(Cc1ccc(F)cc1)C2 | 2.6% | 0.1% | -4.3% | . | . | .
